BAP1 block – human BAP1 deubiquitinase inhibition; recombinant BAP1, Ub-AMC hydrolysis fluorescence kinetic; active compounds read low; activity remaining (% of control), % at 20 µM; actives 0.48% (n = 72,000); AID 436;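 active means activity remaining at or below 50% of control, provided the compound also passes the data quality filters; inactive means the rest, including low values that fail the filters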;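 further: 100% = DMSO wells rate and 0% = substrate alone blank rate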
Target sequence (Q92560 whole entry, looked up): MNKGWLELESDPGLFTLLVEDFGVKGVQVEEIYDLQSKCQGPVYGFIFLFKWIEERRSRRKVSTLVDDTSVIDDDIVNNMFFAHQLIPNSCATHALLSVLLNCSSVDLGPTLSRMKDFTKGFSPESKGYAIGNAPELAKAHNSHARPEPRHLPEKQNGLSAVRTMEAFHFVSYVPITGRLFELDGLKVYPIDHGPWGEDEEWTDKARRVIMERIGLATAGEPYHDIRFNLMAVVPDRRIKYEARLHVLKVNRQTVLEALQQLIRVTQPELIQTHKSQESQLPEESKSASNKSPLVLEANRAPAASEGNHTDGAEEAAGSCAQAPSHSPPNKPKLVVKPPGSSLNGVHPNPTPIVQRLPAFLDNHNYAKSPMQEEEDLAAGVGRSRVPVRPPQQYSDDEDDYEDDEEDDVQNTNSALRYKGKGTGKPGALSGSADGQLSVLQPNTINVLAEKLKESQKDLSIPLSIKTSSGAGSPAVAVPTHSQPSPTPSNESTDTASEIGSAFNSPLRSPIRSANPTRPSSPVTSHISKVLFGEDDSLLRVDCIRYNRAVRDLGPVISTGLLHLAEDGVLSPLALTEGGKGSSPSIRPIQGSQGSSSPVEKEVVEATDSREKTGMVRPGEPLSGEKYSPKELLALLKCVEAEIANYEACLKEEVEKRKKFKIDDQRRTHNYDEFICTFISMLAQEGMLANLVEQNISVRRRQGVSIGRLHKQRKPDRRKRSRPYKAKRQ
HePTP inh – human HePTP phosphatase inhibition. inhibition, % at 20 µM. P35236. AID 521. recombinant HePTP phosphatase activity, OD absorbance. actives 0.64% (n = 110,000); in the data active means inhibition above about 50%;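 further: plate controls were vehicle for no effect and reference inhibitor for full effect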
Target sequence (P35236 whole entry, looked up): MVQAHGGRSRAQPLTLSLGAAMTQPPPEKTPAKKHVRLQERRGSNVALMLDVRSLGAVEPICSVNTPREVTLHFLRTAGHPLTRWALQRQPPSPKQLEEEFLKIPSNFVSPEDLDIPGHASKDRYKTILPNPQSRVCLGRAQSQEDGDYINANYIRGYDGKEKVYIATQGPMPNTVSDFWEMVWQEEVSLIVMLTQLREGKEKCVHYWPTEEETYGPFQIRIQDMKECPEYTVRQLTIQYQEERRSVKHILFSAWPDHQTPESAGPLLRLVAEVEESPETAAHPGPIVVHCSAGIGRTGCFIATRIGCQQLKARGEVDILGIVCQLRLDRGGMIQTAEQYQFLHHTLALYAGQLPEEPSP
Numbers without * were called inactive; & = joins results of further samples.

CC(C)[C@H](NC(=O)C1(c2ccccc2)CCN(C(=O)OC(C)(C)C)CC1)C(=O)O was read as BAP1 block 111 and HePTP inh 4.
Screening Cc1cc(N2CCC(C(=O)NCC3CC3)CC2)nc(-c2ccccc2)n1 returned BAP1 block 101 and HePTP inh 7.
`CCOC(=O)CCP(=O)(O)C(O)c1ccc(OC)cc1` (stereo not drawn) gave BAP1 block 104 and HePTP inh -1.
Cc1onc(-c2ccccc2Cl)c1C(=O)Nc1ccc(Oc2ccccc2)cc1 was read as BAP1 block 149 and HePTP inh -8.
`Cc1cccc(Cn2cnc3c(nnn3Cc3ccc(Cl)cc3)c2=O)c1` gave BAP1 block 90 and HePTP inh -7.
`COc1ccc(/C=C(\NC(=O)c2ccccc2)C(=O)N/N=C/c2sccc2C)cc1` gave HePTP inh 5.
Cc1noc(C)c1COC(=O)CCc1ccc(S(=O)(=O)N2CCCCC2)cc1 was read as BAP1 block 95 and HePTP inh 0.
CN(Cc1cccs1)CC(O)COCc1ccco1 (stereo not drawn) was read as BAP1 block 112 and HePTP inh 7.
Screening c1ccc2sc(Cc3nnc4n3CCCCC4)nc2c1 returned BAP1 block 104 and HePTP inh -14.
Screening Cn1c(O)c(C=Nc2ccc(Cc3ccncc3)cc2)c(=O)n(C)c1=O returned BAP1 block 93 and HePTP inh 6.
CCOc1cc(/C=C2\SC(N)=NC2=O)cc(Cl)c1O was read as HePTP inh -13.
Cc1onc(-c2ccccc2Cl)c1C(=O)Nc1sc(C)c(C)c1C(=O)OC(C)C was read as HePTP inh 1.
CCc1nnc2n1N=C(c1ccc(-c3cc(Cl)ccc3Cl)o1)CS2 was read as HePTP inh 6.
`C=COC(=O)CSc1nc(-c2cccs2)ccc1C#N` gave HePTP inh 0.
Screening CCOC(=O)N1CCN(C(=O)c2ccc(N(C)S(C)(=O)=O)cc2)CC1 returned BAP1 block 96 and HePTP inh 0.
For CC(=O)OC1=C(C#N)Cn2ccc3cccc1c32 the results were HePTP inh 4.
`CCC(=O)N1c2ccccc2-c2nnc(SC)nc2OC1c1ccc(OC)c(OC)c1` (stereo not drawn) gave BAP1 block 79 and HePTP inh -21.
Screening O=C(Oc1ccc2c(=O)c(Oc3ccccc3Br)coc2c1)c1ccccc1 returned HePTP inh 12.
Screening COc1ccc([N+](=O)[O-])cc1N1C(=O)C2C3C=CC(C3)C2C1=O (stereo not drawn) returned HePTP inh 1.
`Cc1c(NC(=O)c2ccc(-c3cccc([N+](=O)[O-])c3)o2)cccc1-c1nc2ccccc2s1` gave HePTP inh 7.
For CCOc1ccc(C(=O)NCc2ccccn2)cc1 the results were BAP1 block 92 and HePTP inh 5.
`Fc1cccc(Cl)c1CSc1ncn[nH]1` gave HePTP inh 3.
Screening CC1=C(C(=O)OCc2ccccc2)C(c2sccc2C)NC(=S)N1 (stereo not drawn) returned HePTP inh 8.
For CCCNS(=O)(=O)c1ccc(OCC(=O)NCc2ccc3c(c2)OCO3)cc1 the results were BAP1 block 102 and HePTP inh 9.
CCOCCCNC(=O)C(NC(=O)C1CCC(=O)N1)c1ccc(C)cc1 (stereo not drawn) was read as HePTP inh -4.
O=C(NCCN1CCOCC1)c1cccc(C(=O)NCCN2CCOCC2)c1 was read as HePTP inh -12.
For CCC(C)NS(=O)(=O)c1ccc(S(=O)(=O)Nc2cc3c(cc2C(C)=O)OCO3)cc1 (stereo not drawn) the results were BAP1 block 83 and HePTP inh 9.
For O=C(NCc1cccnc1)C1CC(=O)N(C2CCCCC2)C1 (stereo not drawn) the results were BAP1 block 107 and HePTP inh 11.
Screening O=C(CCN1C(=O)c2ccccc2C1=O)N1CCN(c2ccccc2)CC1 returned BAP1 block 50 and HePTP inh 0&0.
O=C(CSc1nc(-c2ccco2)cc(C(F)(F)F)n1)N1CCCc2ccccc21 was read as BAP1 block 79 and HePTP inh 5.
Screening COc1cccc2cc(C(=O)Nc3c(C)n(C)n(-c4ccccc4)c3=O)c(=O)oc12 returned HePTP inh 8.
`Cc1c(C)c(C)c(C(=O)Nc2ccc(Cl)c(C(N)=O)c2)c(C)c1C` gave HePTP inh -2.
For Cc1ccc(Nc2cc(=O)[nH]c(=O)[nH]2)cc1 the results were HePTP inh -26.
Cc1cc(C)c(OCCN2CCCC2)c(Cl)c1 was read as HePTP inh 9.
For CCOc1ccc(N(CC(=O)Nc2ccc(OC)cc2)S(C)(=O)=O)cc1 the results were BAP1 block 100 and HePTP inh -4.
`O=C(COc1ccc2ccccc2c1)Nc1ccc(Br)c(Cl)c1` gave HePTP inh 2.
For Cc1ccc(/C=N/N=C/c2ccc(C)cc2)cc1 the results were HePTP inh 7.
`Cc1cccc(N2CCN(c3cccc(C)c3)C2c2cccnc2)c1` gave BAP1 block 80 and HePTP inh 4.
`COc1ccc(C2=C/C(=C/c3cccc(OC)c3OC(C)=O)C(=O)O2)cc1` gave HePTP inh 6.
For O=C(Cn1nnc(-c2ccc(N3CCOCC3)cc2)n1)OC1CCCCC1 the results were BAP1 block 97 and HePTP inh 7.
For O=C(O)c1cccnc1SC1CC(=O)N(c2ccc([N+](=O)[O-])cc2)C1=O (stereo not drawn) the results were HePTP inh 8.
Screening O=C1OC(c2ccccc2)=N/C1=C/c1ccco1 returned HePTP inh -2.
O=C1c2ccccc2C(=O)c2cc(Sc3ccccc3)ccc21 was read as HePTP inh 2.
For C=CCc1cccc(/C=N/c2ncn[nH]2)c1O the results were BAP1 block 106 and HePTP inh -1.
For C/C(=N\N=C1\NC(=O)C(CC(=O)Nc2ccc(Cl)cc2)S1)C(C)(C)C (stereo not drawn) the results were HePTP inh 0.
`CCOC(=O)C(C)Oc1ccccc1C1NC(=O)NC(C)=C1C(=O)Nc1ccc(C)c(C)c1` (stereo not drawn) gave BAP1 block 133 and HePTP inh 7.
CC12C(=O)N(c3ccccc3C(=O)O)C(=O)C1C1C=CC2C1 (stereo not drawn) was read as BAP1 block 72 and HePTP inh 3.
Screening Nc1nc(-c2ccco2)nn1C(=O)c1cccnc1 returned BAP1 block 101 and HePTP inh 4.
Screening C=CCC(Nc1ccccc1)c1ccco1 (stereo not drawn) returned HePTP inh -3.
`Cc1cccc(/C=N/n2c(C)nnc2C)c1` gave HePTP inh 0.
Screening Cc1cccc(N=c2oc3cc(O)ccc3cc2C(N)=O)c1 returned BAP1 block 121 and HePTP inh 5.
For CCSc1nnc(N(CCC(=O)O)CCC(=O)O)s1 the results were BAP1 block 106 and HePTP inh 0.
CSc1ccc(/C=C/C(=O)c2ccc(NC(=O)c3cccs3)cc2)cc1 was read as HePTP inh -2.
`Cc1c(OCc2nn[nH]n2)ccc2c(-c3ccccc3)cc(=O)oc12` gave BAP1 block 74 and HePTP inh 7.
COc1cc(C)nc(Oc2ccc(=O)n(C)n2)n1 was read as BAP1 block 62 and HePTP inh 8.
CCOC(=O)C1=C(C)N=C2SCC(=O)N2C1c1ccc(Cl)cc1 (stereo not drawn) was read as HePTP inh -11.
Screening COc1ccc(C2=CC(c3sccc3C)n3nnnc3N2)cc1 (stereo not drawn) returned BAP1 block 82 and HePTP inh -6.
`Cc1cccc(OCc2nnc(SCn3nnc4ccccc4c3=O)o2)c1` gave BAP1 block 75 and HePTP inh 4.
Screening CC(=O)c1ccc(N2C(=O)c3ccccc3C2=O)cc1 returned HePTP inh -5.
`c1ccc(-c2ccc(-c3nc(-c4ccccc4)no3)cc2)cc1` gave HePTP inh 0.
COc1ccc2nc(NC(=O)C(C)(C)C)sc2c1 was read as HePTP inh -11.
`O=C(Nc1nc2c(s1)CCCC2)Oc1ccccc1` gave BAP1 block 55 and HePTP inh 8.
For CCC(=O)Oc1ccc2c(C)c(CC)c(=O)oc2c1I the results were HePTP inh -7.
`COC(=O)/C=C1\NCCSC1=O` gave BAP1 block 73 and HePTP inh 0.
Screening O=[N+]([O-])c1ccccc1C=Nc1cc2c(cc1Br)OCCO2 returned HePTP inh 4.
`CC(C(=O)Nc1ccccc1Br)N1C(=O)c2ccccc2C1=O` (stereo not drawn) gave HePTP inh -5.
CCOc1cccc(C2C(C(=O)OC)=C(C)N(C)C(C)=C2C(=O)OC)c1 was read as HePTP inh 1.
For CCOc1ccccc1C(=O)Nc1cc(Cl)ccc1O the results were BAP1 block 62 and HePTP inh 0.
`O=C(c1ccc2c(=O)n(Cc3ccco3)c(=S)[nH]c2c1)N1CCN(c2ccccc2)CC1` gave BAP1 block 55 and HePTP inh -1.
For O=C(CSc1ncnc2sc3c(c12)CCCC3)Nc1ccccc1Cl the results were BAP1 block 108.
`O=C(CCc1ccccc1)NCCN1CCOCC1` gave HePTP inh 0.
For O=C(Nc1nccs1)c1ccc2nccnc2c1 the results were BAP1 block 71 and HePTP inh -2.
`Cc1ccc2c(nc3s/c(=C\c4ccc(Cl)cc4Cl)c(=O)n32)c1C` gave HePTP inh 3.
For CCOc1cc(C(=O)Nc2cc(C(=O)OC)ccc2C(=O)OC)cc(OCC)c1OCC the results were HePTP inh -7.
For Cc1cc(-n2c(=O)c(C#N)cc3c(=O)n4ccccc4nc32)no1 the results were HePTP inh 10.
COc1ccc(OCCSc2nc3ccc(Br)cc3[nH]2)cc1 was read as BAP1 block 185.
For COc1ccc(C(=O)Nc2nnc(Cc3ccc(OC)c(OC)c3)s2)cc1 the results were HePTP inh 6.
COCCNc1nc(-c2ccc(Cl)cc2)nc2ccccc12 was read as HePTP inh 9.
`COC(=O)c1ccc(C(=O)OC)c(NC(=O)COc2ccc(C)cc2C)c1` gave HePTP inh -8.
COC(=O)CNC(=O)c1ccccc1F was read as HePTP inh -16.
COc1cc(/C=C2/SC(=S)NC2=O)c([N+](=O)[O-])cc1OC was read as HePTP inh -5.
For Cc1cc(C(=O)CSc2nc(N)cc(N)n2)c(C)n1CCc1ccc(F)cc1 the results were BAP1 block 97 and HePTP inh 8.
`CCOc1ncccc1C(=O)OCC(=O)c1c(N)n(C)c(=O)n(C)c1=O` gave HePTP inh 4.
Screening CC1Oc2ccccc2N(CC(=O)NCc2cccs2)C1=O (stereo not drawn) returned BAP1 block 85 and HePTP inh 7.
`COc1ccc(C(=O)Nc2ccc(C(C)C)cc2)cc1[N+](=O)[O-]` gave HePTP inh 4.
N#Cc1c(N)nc2c(c1-c1ccncc1)CCCCC2 was read as BAP1 block 64 and HePTP inh 10.
Screening COc1ccc(N2C(=O)c3ccccc3NC23CCCCC3)cc1 returned BAP1 block 111 and HePTP inh 9.
For CC1CCCC(C)N1C(=O)COC(=O)c1ccc2c(c1)OCO2 (stereo not drawn) the results were BAP1 block 105 and HePTP inh 3.
CCCNC(=O)COc1ccc(C)cc1Br was read as HePTP inh 1.
Oc1c(CN2CCCCC2)cc(CN2CCCCC2)nc1-c1ccccc1 was read as HePTP inh -1.
CCc1cc2c(=O)c(-c3cscn3)coc2cc1O was read as BAP1 block 100 and HePTP inh -3.
For Cn1ccnc1SCc1cn2cc(Br)ccc2n1 the results were HePTP inh 4.
`CSc1ccc(CN2CCN(Cc3cccc([N+](=O)[O-])c3)CC2)cc1` gave BAP1 block 50.
O=C(COC(=O)C1CC(=O)N(c2ccc(Cl)cc2)C1)c1ccccc1 (stereo not drawn) was read as HePTP inh -1.
CCOC(=O)C1C(=O)C=C(c2ccc(C)cc2)CC1c1ccccc1 (stereo not drawn) was read as HePTP inh -7.
COC(=O)c1ccccc1NC(=O)c1ccc(F)cc1 was read as BAP1 block 135.
`COc1ccc(-c2nc(C#N)c(NCCN(C)C)o2)cc1` gave BAP1 block 72 and HePTP inh 0.
Screening COc1ccccc1NC(=O)c1cccc(S(=O)(=O)N2CCOCC2)c1 returned BAP1 block 102 and HePTP inh 0&4.
For COc1ccc(CNC(=O)CN(c2cccc(OC)c2)S(C)(=O)=O)cc1 the results were BAP1 block 101 and HePTP inh 0.
Screening COc1cc2c(cc1OC)C(c1cc([N+](=O)[O-])ccc1OC(C)=O)N(C(C)=O)CC2 (stereo not drawn) returned HePTP inh -6.

Random excerpt: 2 entries already listed
`COc1ccc(C(=O)Nc2ccc(C(C)C)cc2)cc1[N+](=O)[O-]` gave HePTP inh 4.
CCCNC(=O)COc1ccc(C)cc1Br was read as HePTP inh 1.

The results go on:
CC(=O)Nc1ccc(S(=O)(=O)Nc2cccc(-c3nc4cc(C)ccc4o3)c2)cc1 was read as BAP1 block 64 and HePTP inh 4.
O=C(NCc1cccs1)C1CC(=O)N(c2ccccc2)C1 (stereo not drawn) was read as BAP1 block 102 and HePTP inh 1.
For CC1=C(C(=O)OC2CCCC2)C(c2ccccc2)C2=C(CC(c3ccc(Cl)cc3)CC2=O)N1 (stereo not drawn) the results were HePTP inh 0.
Screening O=C(CN1CCCCC1)Nc1ccc(F)c(Cl)c1 returned HePTP inh -2.

In the list so far, 14 have an aryl thioether with sulfur outside any ring.
`C=COC(=O)CSc1nc(-c2cccs2)ccc1C#N` gave HePTP inh 0.
`CCC(=O)N1c2ccccc2-c2nnc(SC)nc2OC1c1ccc(OC)c(OC)c1` (stereo not drawn) gave BAP1 block 79 and HePTP inh -21.
`Fc1cccc(Cl)c1CSc1ncn[nH]1` gave HePTP inh 3.
O=C(CSc1nc(-c2ccco2)cc(C(F)(F)F)n1)N1CCCc2ccccc21 was read as BAP1 block 79 and HePTP inh 5.
For O=C(O)c1cccnc1SC1CC(=O)N(c2ccc([N+](=O)[O-])cc2)C1=O (stereo not drawn) the results were HePTP inh 8.
O=C1c2ccccc2C(=O)c2cc(Sc3ccccc3)ccc21 was read as HePTP inh 2.
For CCSc1nnc(N(CCC(=O)O)CCC(=O)O)s1 the results were BAP1 block 106 and HePTP inh 0.
CSc1ccc(/C=C/C(=O)c2ccc(NC(=O)c3cccs3)cc2)cc1 was read as HePTP inh -2.
`Cc1cccc(OCc2nnc(SCn3nnc4ccccc4c3=O)o2)c1` gave BAP1 block 75 and HePTP inh 4.
For O=C(CSc1ncnc2sc3c(c12)CCCC3)Nc1ccccc1Cl the results were BAP1 block 108.
COc1ccc(OCCSc2nc3ccc(Br)cc3[nH]2)cc1 was read as BAP1 block 185.
For Cc1cc(C(=O)CSc2nc(N)cc(N)n2)c(C)n1CCc1ccc(F)cc1 the results were BAP1 block 97 and HePTP inh 8.
For Cn1ccnc1SCc1cn2cc(Br)ccc2n1 the results were HePTP inh 4.
`CSc1ccc(CN2CCN(Cc3cccc([N+](=O)[O-])c3)CC2)cc1` gave BAP1 block 50.

From PubChem BioAssay
